Bioassay records deposited in PubChem BioAssay by several laboratories.
P. falciparum M17LAP – P. falciparum M17LAP inhibitors, primary screen, biochemical, fluorogenic H-Leu-NHMec substrate, 1536-well (AID 1619). recombinant M17LAP, H-Leu-NHMec fluorogenic kinetic assay; higher % means a stronger effect. 220,000 compounds, 0.38% hits. inhibition, % at 30 µM, or IC50 in µM where a hit was titrated;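 active means compound inhibiting the enzyme by more than half at any dose during confirmatory dose-response retesting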;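 further: plate controls were full reaction with DMSO carrier for no effect and no enzyme background for full effect; strong numbers were not always called active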
Autophagy mod – autophagy modulation, high-content screen; 190,000 compounds, 0.98% hits; MEF GFP-LC3 puncta imaging; test concentration mostly 10 µM; calls only at 10 µM (by protocol);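 active means percentage of spot-positive cells more than 3 SD above its plate mean, without a fluorescence outlier flag or 80% toxicity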;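 further: spot-positive cell cutoff set from DMSO-treated cells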
MT stabilizer – microtubule stabilization, imaging screen; HeLa tubulin immunostaining HCS, 24 h; share of cells brighter than vehicle mean+2SD; % tubulin-high responders, % at 10 µM; 200,000 compounds, 0.83% hits;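 active means plate Z-score above 3 for both tubulin-high and condensed-nucleus cell shares, with cell loss under 80%, at 10 µM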;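 further: anti alpha tubulin signal scored within the nucleus-defined area of each cell; some results filed as inactive read as strong as hits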
M1AAP inhibition – P. falciparum M1AAP inhibitors, biochemical, fluorogenic H-Leu-NHMec substrate, 1536-well (AID 1445); recombinant M1AAP, H-Leu-NHMec fluorogenic kinetic assay; higher % means a stronger effect; 220,000 compounds, 0.42% hits; inhibition, % at 30 µM, or IC50 in µM where a hit was titrated;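 active means primary inhibition above the hit cutoff, then over 50% inhibition at one or more dose response concentrations, cut at about 23% in these data, passing the limit was not always enough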;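 further: plate controls were DMSO full reaction for no effect and no enzyme background for full effect; strong numbers were not always called active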
T cell modulator – modulates CD8 T cell binding to vesicles. 2C CD8+ T cell-vesicle binding, flow cytometry; stronger effect = lower value. calls only at 7 µM. 330,000 compounds, 0.068% hits. AID 2052;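 active means response, share of CD8 T cells binding vesicles, and their 90th percentile fluorescence all below set limits, cut at about 80% in these data, passing the limit was not always enough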
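Benchmarks: naked versus QL9-loaded vesicles / Assay system: purified 2C TCR transgenic mouse naive CD8+ T cells / Technique: high-throughput flow cytometry with anti-B7-1 and anti-CD8 staining / Timing: Cell–vesicle co-incubation 1.5 h at 37 °C, staining 20 min on ice / Read-out: percent CD8+ FL2 mean versus row control / Probe or stimulus: QL9-loaded Drosophila micro-vesicles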
Dynein cargo inh – blocks dynein driven cargo transport along microtubules. 3617.4 mouse cells, GR-EGFP nuclear translocation imaging; test concentration mostly 20 µM; stimulated with dexamethasone, 1 µM; stronger effect = lower value. z-score, hits read low. 220,000 compounds, 0.47% hits. AID 1381;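 active means plate z-score of nuclear minus cytoplasmic receptor signal below a set negative limit, without overly bright fluorescence or cell loss, cut at about -3.5 in these data, passing the limit was not always enough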;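 further: z-score of nuclear minus cytoplasmic ring GR-EGFP intensity difference per well; some compounds called inactive have numbers as strong as hits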
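Also added: dexamethasone, 1.0 µM final. Medium: tet-free, stripped-serum medium. Detection: fixed, Hoechst-stained cells imaged at 10x for EGFP. Read-out: nuclear-to-cytoplasmic GR-EGFP distribution per well. Times: induction 48 h, compound 1 h, agonist 30 min.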
WT yeast gro inh – growth inhibition of WT yeast, mitochondrial fusion screen. inhibition, % at 10 µM. mitochondrial fusion phenotypic screen, WT strain. 190,000 compounds, 2.1% hits. AID 1362; in the data active means inhibition above about 58%; tested in S. cerevisiae
b-catenin transl – alters nuclear translocation of beta-catenin in HeLa cells; immunofluorescence imaging; nuclear translocation activity, % at 5 µM; 190,000 compounds, 0.3% hits; AID 1665;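 active means nuclear translocation activity above 50% at 5 µM, with a well cell count of 50 or more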;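 further: per-cell ratio of nuclear to cytoplasmic median beta-catenin stain intensity; plate controls were DMSO negative control for no effect and GSK-3 inhibitor IX positive control for full effect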
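Read-out: Nuclear/cytoplasmic beta-catenin signal ratio, % activation | Assay system: Human HeLa cell line | Times: 24 h compound exposure at 37°C, 5% CO2 | Signal: Fluorescence imaging of beta-catenin antibody stain plus DAPI | Dosing: 5 µM primary, 0.02–20 µM confirmation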
Yfh1-depleted yeast – enhancers of respiration in Yfh1-depleted yeast, dose response, Friedreich's ataxia, plus single-dose screen (AID 1465). S. cerevisiae Yfh1-off respiration, WST-1 reduction, 72 h; higher fold induction means a stronger effect. fold induction at 50 µM, or EC50 in µM where a hit was titrated. 220,000 compounds, 0.074% hits;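 active means fold induction of absorbance versus untreated yeast above a set limit, then at least 30% activation at any dose in follow-up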;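 further: activators that raise dye reduction in frataxin-depleted yeast; strong numbers were not always called active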
WT yeast gro inh mutant strain – second read-out of WT yeast gro inh, no call of its own (marks repeat the call); inhibition, %; mitochondrial fusion phenotypic screen, mutant strain inhibition
Dynein cargo inh cytoplasmic EGFP – second read-out of Dynein cargo inh, no call of its own (marks repeat the call); z-score; measured here: cytoplasmic GR-EGFP intensity; stronger effect = higher value
Dynein cargo inh nuclear GR-EGFP – recorded beside Dynein cargo inh, whose call it bears; z-score; measured here: nuclear GR-EGFP intensity;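 lower value marks the stronger effect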
Dynein cargo inh cell count – also measured in Dynein cargo inh; calls as there; z-score; measured here: cell count per field
b-catenin transl cell count 5 µM – recorded beside b-catenin transl, whose call it bears; cell count; measured here: cell count, cytotoxicity flag
T cell modulator vesicle-bound % – second read-out of T cell modulator, no call of its own (marks repeat the call); double positive events, %; measured here: CD8+ vesicle-bound cell fraction;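 binding gate set so that unloaded-vesicle control wells show 10% double positive cells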
MT stabilizer Hoechst-high % – second read-out of MT stabilizer, no call of its own (marks repeat the call); % Hoechst-high responders; measured here: nuclear condensation Hoechst responders;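 share of cells brighter than vehicle mean plus two SD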
MT stabilizer cytotoxicity % – second read-out of MT stabilizer, no call of its own (marks repeat the call); toxicity, %; measured here: cytotoxicity by cell density;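 0% = mean cell density of plate MIN control wells and 100% = no cells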
Autophagy mod cell loss 18 h – also measured in Autophagy mod; calls as there; toxicity, %; measured here: cell loss, nuclei count;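 cell loss after 18 h compound exposure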
Numbers without * were called inactive; i = inactive; · = no result given.

SMILES	P. falciparum M17LAP	Autophagy mod	Autophagy mod cell loss 18 h	MT stabilizer	MT stabilizer Hoechst-high %	MT stabilizer cytotoxicity %	M1AAP inhibition	T cell modulator	T cell modulator vesicle-bound %	Dynein cargo inh	Dynein cargo inh cytoplasmic EGFP	Dynein cargo inh nuclear GR-EGFP	Dynein cargo inh cell count	WT yeast gro inh	WT yeast gro inh mutant strain	b-catenin transl	b-catenin transl cell count 5 µM	Yfh1-depleted yeast
CCCn1c(SCC(=O)c2c(C)[nH]c(C)c2C(=O)OCC)nc2ccccc21	17%	i	1	2.3	2.7	0.8	-3%	i	43	1.7	-0.085	0.55	-0.93	14	-6	·	·	i
C=CCC(C#Cc1ccccc1)N(C)C (stereo unspecified)	2%	i	-20	5.0	3.9	3.1	-2%	i	26	-0.33	-0.28	-0.2	-0.22	5	23	-11	1001	i
CCOC(=O)c1ccc2c(c1)nc(SCC(=O)N1CCOCC1)n2CC	-3%	i	-5	3.4	1.2	3.9	-2%	i	36	0.75	-0.13	0.65	-0.61	-3	8	-7.4	1114	i
c1csc(CNc2ncnc3sccc23)c1	·	i	-5	2.9	2.5	11	·	i	25	-1.4	-0.35	-1	1.5	5	7	·	·	i
CC(C)(C)c1nn(-c2ccccc2)c2[nH]c(=O)c(CNCc3ccc4c(c3)OCO4)cc12	0%	i	6	9.2	3.0	25	-3%	i	23	-0.29	-0.29	-0.39	1.5	19	0	·	·	i
Cc1cc(C=C2C(=O)CCCC2=O)c(C)n1-c1ccccc1	15%	i	-3	2.7	2.0	5.7	4%	i	49	0.12	-0.15	0.18	0.35	-28	0	-2.9	1184	i
O=C(CNC(=S)N(Cc1ccccc1Cl)C1CCCC1)NCCN1CCOCC1	7%	i	-8	2.8	3.3	3.1	-1%	i	4	0.3	-0.22	-0.19	0.63	4	-2	1.0	1080	i
CCCCCCCCCCS(=O)(=O)N/N=C/c1ccc(O)cc1	2%	i	0	4.1	3.1	4.5	0%	i	44	-0.31	-0.25	0.036	0.83	34	4	0.5	1022	i
Cc1cc(C)n(CCNC(=O)CCc2nnc(CCc3ccccc3)o2)n1	3%	i	-13	2.6	2.2	6.9	9%	i	50	0.19	-0.14	0.2	-0.44	-12	-14	-0.5	895	i
C/C(CC(=O)NC1CCCC1)=N\NC(=O)Cc1csc(N)n1	19%	i	-9	7.8	2.0	0.4	2%	i	28	1.6	-0.16	1.1	-1.5	17	-1	2.1	534	i
Cc1nc(C)c(N)c(=O)[nH]1	-3%	i	0	4.8	3.4	7.5	4%	i	66	-0.069	-0.28	0.25	-0.12	-13	15	2.8	1033	i
Cc1scc(C(=O)Nn2cnnc2)c1-c1ccccc1	-6%	i	-8	1.3	1.4	6.3	2%	i	30	-1.2	-0.19	-0.35	-0.98	-7	-13	0.0	1044	i
Cc1cc(-c2nnc(CCC(=O)N(C)C(C)c3cccs3)o2)no1 (stereo unspecified)	1%	·	·	·	·	·	-9%	i	30	-0.44	-0.23	0.2	2	·	·	-0.8	1407	i
Cc1ccc(-n2c(C)cc(C)c(C#N)c2=O)cc1	18%	i	-6	2.1	1.8	12	4%	i	53	-0.55	-0.23	-0.32	0.23	4	-18	-2.4	996	i
COc1ccc(S(=O)(=O)Oc2ccc3ccccc3c2)cc1	2%	i	-5	6.9	7.3	2.2	5%	i	42	-0.7	-0.32	-0.81	0.62	60*	24*	-1.6	562	i
CCc1ccc(CN(C)C(=O)CC2C(=O)NCCN2Cc2ccoc2)cc1 (stereo unspecified)	-14%	i	-22	2.1	1.3	6.8	1%	i	26	0.73	-0.28	0.35	0.19	-3	-13	-0.4	1020	i
COC(=O)c1sccc1OC(C)C(C)=O (stereo unspecified)	0%	i	15	2.4	1.9	7.8	1%	i	36	-0.23	-0.24	-0.4	1.1	-4	-19	-1.7	855	i
COC(=O)c1[nH]c2cccc(OC)c2c1NC(=O)CN1CC(C)OC(C)C1 (stereo unspecified)	-10%	i	4	1.9	1.3	5.5	6%	i	26	3.2	0.18	1.8	-1.6	9	18	·	·	i
Cc1nn(CC(=O)OCC(=O)Nc2ccccc2[N+](=O)[O-])c(C)c1[N+](=O)[O-]	10%	i	23	3.1	3.0	2.7	-4%	i	58	1.8	-0.25	0.32	-0.84	10	-1	·	·	i
COc1ccc(CNC(=O)CCC(=O)Nc2nnc(C(C)C)s2)cc1	-8%	·	·	·	·	·	-1%	i	14	-0.75	-0.23	-0.29	0.48	·	·	1.1	1306	i
CCOCCCNC(=O)C(c1ccc(Cl)cc1)N1CCN(C(=O)c2ccco2)CC1 (stereo unspecified)	-8%	i	2	3.5	1.9	0.8	2%	i	28	0.009	-0.27	0.19	0.39	0	-5	1.3	1398	i
O=C(CCCO)c1ccc2c(c1)OCCO2	-2%	i	-5	2.2	1.5	6.0	9%	i	24	-0.62	-0.25	-0.16	1.4	15	-19	-2.3	1209	i
O=C(NCC1CCCO1)c1ccccc1-c1nc(-c2ccccc2Cl)no1 (stereo unspecified)	-1%	·	·	·	·	·	12%	i	13	-0.77	-0.26	-0.57	0.69	·	·	0.0	1309	i
O=C(Nc1ncn[nH]1)c1cccc(S(=O)(=O)N2CCOCC2)c1	3%	i	-10	1.9	2.7	10.0	3%	i	50	1.2	-0.27	0.5	-0.65	-38	-10	-0.2	1540	i
O=C(NC1C=CS(=O)(=O)C1)c1ccccc1 (stereo unspecified)	66%	i	-13	1.5	1.5	1.0	2%	i	58	-0.079	-0.2	-0.61	0.3	-6	-19	0.6	1477	i
COc1ccc(-c2[nH]c(-c3ccc(C)cc3)nc2SCC(=O)NCc2ccco2)cc1OC	12%	i	7	6.6	4.0	8.8	0%	i	19	-0.2	-0.29	-0.12	0.8	-4	0	·	·	i
CCOC(=O)/C=C/C(=O)OCC(=O)NC(c1ccccc1)c1ccccc1	-5%	i	-3	1.8	3.7	7.4	7%	i	42	-3.1	1.6	-2	-1.8	-28	-15	0.6	909	i
O=C(/C=C/c1ccccc1Cl)Nc1ccc(Cl)cn1	-3%	i	30	2.1	2.1	0.3	1%	i	68	-0.087	-0.26	-0.087	0.31	-6	-6	1.8	1088	i
CSc1nn(CCc2ccncc2)c(=S)s1	13%	i	-5	1.5	1.5	14	3%	i	22	-0.88	-0.18	-0.3	0.64	-5	-13	1.1	1265	i
Cc1cc(C(F)F)n2nc(C(=O)Nc3cccc(C(F)(F)F)c3)nc2n1	-7%	i	3	3.8	2.3	3.5	8%	i	42	0.15	-0.23	-0.13	-0.18	0	-3	·	·	i
Cc1ccc(NC(=O)CCc2nnc(SCC(=O)Nc3ccccc3C)n2C)cc1Cl	0%	i	40	2.5	1.5	5.6	-4%	i	12	0.19	0.075	0.64	0.53	15	2	-0.8	1379	i
CCOc1ccc(OCc2cccc(C(=O)N3CCCC3)c2)cc1	2%	i	8	4.4	2.1	3.9	-4%	i	11	0.75	-0.17	0.25	-1.1	2	10	·	·	i
Cc1onc(-c2ccccc2Cl)c1C(=O)Nc1ccc(N2CCOCC2)cc1	-1%	i	-5	1.9	1.5	0.4	-1%	i	19	5	-0.096	2.1	-2.6	-5	3	1.3	1374	i
CCOc1ccc(NC(=O)CCNS(=O)(=O)c2cccs2)cc1	42%	i	3	0.9	1.4	3.9	7%	·	·	-0.44	-0.15	-0.22	0.075	4	6	-0.8	1138	i
Cc1ccc(S(=O)(=O)Oc2cc(N)c3c(n2)CCC3)cc1	9%	·	·	·	·	·	1%	i	54	-0.49	-0.28	-0.29	0.25	·	·	-3.6	1133	i
O=C(Nc1ccc(S(=O)(=O)Nc2nccc(C3Cc4ccccc4C(=O)O3)n2)cc1)c1ccccc1 (stereo unspecified)	11%	i	-4	2.8	2.6	6.0	11%	i	38	1	0.097	0.42	0.38	-12	4	·	·	i
Cc1sc2ncnc(SCC(=O)c3ccc(Cl)s3)c2c1C	4%	i	0	3.3	1.8	3.4	8%	i	29	0.044	0.39	-0.63	-0.44	-8	18	-0.9	1375	·
COCCNC(=O)c1ccc(C)c(S(=O)(=O)Nc2ccc(C)cc2)c1	-11%	i	9	2.0	1.2	2.1	3%	i	19	0.66	-0.21	0.42	0.3	-4	-11	2.8	1092	i
COc1cc(/C=C2/C(=N)N3OC(C)=CC3=NC2=O)ccc1OCCOc1ccc(C)cc1	-3%	i	15	2.8	1.5	8.0	1%	i	32	0.078	-0.15	-0.091	0.089	-8	-6	·	·	i
Fc1ccc(NC(=S)NCCc2ccccn2)cc1	7%	i	13	4.1	2.5	12	3%	i	48	0.18	-0.092	0.42	-0.16	-9	18	-0.3	1497	i
